High-throughput results from PubChem.
HEK293 tox: HEK 293 cell cytotoxicity; HEK 293 viability, ATP luminescence (CellTiter-Glo), 48-72 h; Potency, µM (highest dose often 115 µM), for inactives: at the top dose activity change, negative = cytotoxicity, hits mostly inhibitors; 94,000 compounds, 6.6% hits; AID 1345083; further: potency means the concentration at half of the fitted maximal effect; nearly all actives have a fitted effect of over 60% in size
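qHTS cytotoxicity; HEK 293, 250 cells/well; compound pinned; 48 or 72 hr, 37 degree Celsius, 5% CO2, 95% humidity; CellTiter-Glo, 10 min RT; luminescence (ATP).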
NIH3T3 tox: NIH 3T3 cell cytotoxicity; NIH 3T3 viability, CellTiter-Glo ATP luminescence, 48-72 h; Potency, µM (series often up to 96.7 µM), for the others: at the highest dose activity change, negative = cytotoxicity, most hits filed as inhibitors; 94,000 compounds, 4.3% hits; AID 1345082; further: potency means the concentration at half of the fitted maximal effect; nearly all actives have a fitted effect of over 55% in size
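Mouse fibroblast NIH 3T3 cells, 400 per well, received compound via pintool and were incubated for 48 or 72 hr prior to CellTiter-Glo ATP luminescence measurement.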
SNCA viab count: cell viability loss counter-screen | 150,000 compounds, 0.12% hits | Potency, µM (doses to about 57.1 µM), inactives show at the top dose activity change, negative = cytotoxicity, actives largely listed as cytotoxic | HEK-293-SNCA-luc viability, GF-AFC fluorescence, 24 h;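 further: potency means the concentration at half of the fitted maximal effect; 0% = DMSO-treated cells and -100% = medium-only wells without cells; nearly all actives have a fitted effect of over 30% in size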
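HEK-293-SNCA-luc cells (1500/well) plated 24 h, then exposed 24 h to a dilution series; GF-AFC added 30 min at 37C, fluorescence 405/540 nm; normalised to medium-only and DMSO wells, Hill fit.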
GPT2 inhibitor: GPT2 alanine aminotransferase inhibition. AID 1671188. Q8TD30. 100,000 compounds, 0.25% hits. Recombinant GPT2, coupled pyruvate oxidase/HRP Amplex Red fluorescence. Potency, µM (highest dose often 57.7 µM), inactives show at the highest dose activity change, negative = inhibition, hits mostly inhibitors; further: potency means the concentration at half of the fitted maximal effect; nearly all actives have a fitted effect of over 60% in size; many of its hits are not listed in these tables
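Recombinant GPT2 (10ng/uL) with 250uM a-KG and 2mM L-alanine, 30 min at room temperature, in HEPES pH 7.5 buffer. Pyruvate detected by pyruvate oxidase/HRP/Amplex Red fluorescence after 30 min in the dark; AOA (50uM) as positive control.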
SNCA expr inhib: inhibitors of alpha-synuclein (SNCA) gene expression | 140,000 compounds, 0.17% hits | Potency, µM (series often up to 57.2 µM), for inactives: top-dose activity change, negative = inhibition, most hits filed as inhibitors | HEK-293 SNCA-luciferase knock-in, luminescence, 24 h;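 further: potency means the concentration at half of the fitted maximal effect; plate controls were DMSO cells for no effect and cell-free wells for full effect; nearly all actives have a fitted effect of over 45% in size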
FLuc inh: inhibitors of firefly (Photinus pyralis) luciferase; P08659; purified P. pyralis luciferase, luminescence, biochemical; Potency, µM (series often up to 115 µM), without a hit: top-dose activity change, negative = inhibition, most hits filed as inhibitors; 76,000 compounds, 2.5% hits; further: potency means the concentration at half of the fitted maximal effect; nearly all actives have a fitted effect of over 65% in size
Target sequence (P08659 whole entry, looked up): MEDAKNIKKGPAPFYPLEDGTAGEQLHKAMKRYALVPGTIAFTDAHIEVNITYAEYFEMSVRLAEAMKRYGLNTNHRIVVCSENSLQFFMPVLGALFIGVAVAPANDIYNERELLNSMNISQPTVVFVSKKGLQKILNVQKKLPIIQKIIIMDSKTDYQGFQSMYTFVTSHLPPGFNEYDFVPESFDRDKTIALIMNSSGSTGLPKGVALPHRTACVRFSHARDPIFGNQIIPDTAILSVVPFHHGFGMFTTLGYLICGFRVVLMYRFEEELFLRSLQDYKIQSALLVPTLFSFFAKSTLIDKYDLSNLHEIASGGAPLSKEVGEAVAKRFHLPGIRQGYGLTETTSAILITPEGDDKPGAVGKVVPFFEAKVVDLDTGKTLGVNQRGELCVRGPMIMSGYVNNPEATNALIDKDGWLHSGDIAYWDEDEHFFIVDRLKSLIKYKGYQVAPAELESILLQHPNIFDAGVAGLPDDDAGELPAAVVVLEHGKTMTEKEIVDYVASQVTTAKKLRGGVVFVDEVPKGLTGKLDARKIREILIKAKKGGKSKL
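Inhibitors were tested against purified firefly luciferase in a biochemical, low-substrate format (both substrates at 10uM) and luminescence measured with a CCD imager.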
IP6K1 inh: inhibitors of human IP6K1; Q92551; IP6K1 kinase, ADP-Glo luminescence, 2 h; stronger effect = lower value; activity change, % (series mostly up to about 58 µM); 140,000 compounds, 0.81% hits; AID 1645851; in the data active means activity change below about -25%
Target sequence (Q92551 whole entry, looked up): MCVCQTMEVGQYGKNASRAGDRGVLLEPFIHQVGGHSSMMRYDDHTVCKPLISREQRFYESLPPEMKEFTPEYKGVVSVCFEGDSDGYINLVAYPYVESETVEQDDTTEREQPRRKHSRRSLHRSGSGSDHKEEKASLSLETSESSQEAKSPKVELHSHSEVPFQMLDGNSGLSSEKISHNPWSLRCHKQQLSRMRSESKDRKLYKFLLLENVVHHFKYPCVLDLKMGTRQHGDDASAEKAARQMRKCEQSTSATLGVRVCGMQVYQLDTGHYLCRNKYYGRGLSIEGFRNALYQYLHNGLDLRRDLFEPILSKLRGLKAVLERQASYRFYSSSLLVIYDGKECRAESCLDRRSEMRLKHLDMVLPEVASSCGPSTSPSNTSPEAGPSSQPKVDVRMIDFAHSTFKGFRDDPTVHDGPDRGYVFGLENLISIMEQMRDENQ
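ADP-Glo luminescence measures ADP made by human IP6K1 during a 2 h RT reaction with ATP/IP6 (mix at 1.3 mM/130 uM); top library doses 57.5 and 19.1 uM final.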
An asterisk follows results filed as active; i = inactive; ? = inconclusive; / = not tested or not shown; [ ] = dose if it differs, or a comment. Unless noted, the call rests on the fitted dose curve; in most records, active means well fitted curve in the direction sought with a large enough effect; inconclusive means small, poorly fitted or top-dose-only effect, or another doubt; inactive means no such curve, though single readings can be large; an effect the other way counts as inactive or inconclusive. Unless noted, on the % scale 0 is the no-effect control and ±100 the full control effect.

SMILES	HEK293 tox	NIH3T3 tox	SNCA viab count	GPT2 inhibitor	SNCA expr inhib	FLuc inh	IP6K1 inh
COc1cccc(CN2CCc3nc(SCC(=O)Nc4ccccc4)[nH]c(=O)c3C2)c1	/	/	-11%	/	5%	/	-4
Cc1ccc(NC(=O)N2CCCC(c3nc(-c4cccnc4)no3)CCNC(=O)CC2)cc1C (stereo not given)	-18%	-19%	-15%	i	-7%	-12%	30
CCc1cccc(C)c1NC(=O)c1cc2ccccc2o1	/	/	-11%	/	-3%	/	-15
CCCCN(C)C(=O)c1ccc2c(c1)N(Cc1ccc(F)cc1)C(=O)c1ccccc1S2(=O)=O	/	/	?	/	-11%	/	25
O=C(c1ccoc1)N1CCC[C@H](n2c(=O)n(Cc3ccccc3)c3cccnc32)C1	?	?	-4%	-3%	6%	-2%	-2
COc1ccc(-c2cc(C(=O)Nc3ccccc3F)c3cnn(C)c3n2)cc1	?	?	/	/	/	/	-11
CC(C)(C(=O)O)c1cnc(N2CCN(CCO)CC2)nc1N1CCOCC1	i	4%	3%	i	-8%	8%	-9
Cc1nn(C(=O)c2ccc(Br)cc2)c(C)c1S(=O)(=O)N1CCOCC1	/	/	6%	/	19%	/	3
COC1CCN(C(=O)c2cnc3c(c2)N(C(=O)Cc2cn(C)c4ccccc24)CCC3)CC1	3%	?	2%	0%	-6%	-4%	6
CN1C[C@@H](NC(=O)C2CC2)C[C@H]1c1nc(-c2ccncc2)no1	-13%[172 µM]	-8%[138 µM]	18%[87.6 µM]	-20%[88.5 µM]	4%[87.6 µM]	-5%[172 µM]	15
Cc1cn2nc(C(=O)N3CCCCC3)cc2c(N(C)Cc2ccccc2)n1	?	?	-11%	i	-9%	1%	-1
CC(=O)Nc1c(C)nn(-c2ccccc2)c1N1CCC(C(=O)Nc2cccc(C(F)(F)F)c2)CC1	/	/	-5%	/	4%	/	-5
CCc1noc(-c2ccn3c(CNC(=O)c4ccc(OC)c(F)c4)nnc3c2)n1	-3%	i	-9%	i	2%	3%	25
COc1ccccc1C(=O)Nc1nnc(SCc2cc(=O)n3ccc(C)cc3n2)s1	/	/	6%	/	73%[activator]	/	-10
O=c1c2sc3ccccc3c2n(Cc2cccc(C(F)(F)F)c2)c(=O)n1Cc1ccc(F)cc1	/	/	14%	/	-6%	/	10
Cc1noc([C@@H]2CN(C(=O)CCc3nc4ccccc4[nH]3)C[C@H]2C(N)=O)n1	i	i	2%	i	3%	7%	-1
COCCCn1c(SCc2ccccc2F)nc2c(sc3ccccc32)c1=O	/	/	7%	/	14%	/	46
O=Nc1c(-c2c(O)[nH]c3ccccc23)[nH]c2ccccc12	/	/	?	-2%	89%[activator]	/	/
COCCCNc1nc2c(S(=O)(=O)c3cc(C)ccc3C)nnn2c2ccccc12	-22%	-49%	-12%	i	0%	/	2
CCOc1ccc(-c2cc(CCCC(=O)NCCc3cc(OC)c(OC)c(OC)c3)no2)cc1	/	/	1%	/	?	/	0
OC[C@@H]1CNC[C@H]1C1CCN(Cc2ccncc2)CC1	i	i	-7%[12.5 µM]	3%	?	-6%	-7
CC1CCC2(CC1)NC(=O)N(CC(=O)Nc1cc(F)cc(F)c1)C2=O (stereo not given)	?	-19%	?	-9%	10%	-5%	3
COc1cccc(N2CCN(C(=O)C3CCCN(S(=O)(=O)c4ccc(Br)s4)C3)CC2)c1 (stereo not given)	/	/	0%	/	24%	/	16
Cc1ccc(CNC(=O)c2ccc3c(c2)CN(Cc2ccc(O)c(F)c2)CCO3)cc1	?	?	6%	i	-28%	1%	35
CCc1cccc(NC(=O)Nc2cn(C)c(=O)c3ccccc23)c1	/	/	-4%	/	1%	/	5
(further entries)
SMILES	HEK293 tox	NIH3T3 tox	SNCA viab count	GPT2 inhibitor	SNCA expr inhib	FLuc inh	IP6K1 inh
CN(Cc1ccccc1)C(=O)C1CCCN1C(=O)c1cccc(-c2cccnc2)c1 (stereo not given)	?	-23%	/	/	/	/	-1
CNC(=O)c1cc(C2CC2)nc2c1c(C1CCN(C(=O)N(C)C)C1)nn2C (stereo not given)	-1%	-1%	/	/	/	/	12
COc1cccc(C(=O)N2CCCC(n3cc(-c4nc(-c5ccccc5)no4)nn3)C2)c1 (stereo not given)	?	?	-14%	i	16%	?	-1
Cc1ccc(Cl)cc1NC(=O)c1ccc(NC(=O)N2CCSc3ncccc32)cc1	/	/	-3%	/	19%	/	22
CNC(=O)[C@@H]1CN(Cc2cc(C(F)(F)F)ccc2Cl)C[C@H]1CO	-13%	-19%	1%	i	-12%	-2%	21
CC(CNC(=O)CN1C(=O)COc2ccc(S(=O)(=O)N3CCCCCC3)cc21)c1ccccc1 (stereo not given)	/	/	?	/	?	/	-4
COCCN1CCC2(CCC1=O)CCN(C(=O)Nc1cc(Cl)ccc1C)CC2	-2%	-18%	-1%	1%	?	/	12
COc1cc(-c2[nH]ncc2CN2CCN(c3ccc(Cl)cn3)CC2)cc(OC)c1OC	-23%	?	-2%	i	11%	13%	9
COc1ccccc1C(=O)Oc1c(Sc2ccccc2)c(C)nn1C(C)(C)C	/	/	-4%	/	?	/	9
Cc1cc(OCCOCC[N+](C)(C)Cc2ccccc2)ccc1C(C)(C)CC(C)(C)C	/	/	-11%[23.9 µM]	i	-29%[25.6 µM]	/	0
COc1ccc(CNC(=O)N2CCOCC2CC(=O)N2CCCC2)cc1 (stereo not given)	-17%	-16%	3%	-3%	6%	-2%	12
Cc1ccc2nc(CO[C@H]3CN(C4CCOCC4)C[C@H]3F)[nH]c2c1	-10%[172 µM]	-2%[138 µM]	4%[87.6 µM]	i	-5%[87.6 µM]	-2%[172 µM]	-4
O=C1CN(C(=O)COc2ccc(Cl)cc2Cl)C(c2ccccc2)c2cc(F)ccc2N1 (stereo not given)	/	/	-30%	/	?	/	17
CNC(=O)N1CCc2nc(N3CCOCC3)[nH]c(=O)c2CC1	-2%	i	-1%	i	8%	7%	10
O=C(C1CCN(S(=O)(=O)c2ccc(Br)s2)CC1)N1CCN(c2ccccc2)CC1	/	/	2%	/	17%	/	20
COc1cc(CN2CC[C@@H]3CN(S(C)(=O)=O)[C@@H]3C2)ccc1F	i	-21%	-11%[12.5 µM]	i	12%	-10%	3
COc1ccc(C(=O)Nc2ccc([C@H]3OCC(=O)N[C@@H]3CO)cc2)cc1OC	-9%[172 µM]	-26%[174 µM]	2%[87.6 µM]	-2%[88.5 µM]	4%[87.6 µM]	-27%[172 µM]	7
O=S(=O)(c1cccs1)N1CCC(OC2CCN(Cc3ccccc3)CC2)CC1	?	?	-11%	1%	-4%	2%	-3
COc1ccc(NC(=O)CC2CCCCN(C)C2=O)cc1OC (stereo not given)	-3%	2%	-1%	i	-17%	6%	30
O=C1CN(C(=O)c2ccc(S(=O)(=O)N3CCCCC3)cc2)C(c2ccc(F)cc2)c2cc(F)ccc2N1 (stereo not given)	/	/	-10%	/	-8%	/	-1
O=C(COc1ccc(F)cc1)N1CCCC(c2noc(COc3ccccc3)n2)C1 (stereo not given)	?	?	9%[12.5 µM]	i	0%	?	44
COc1ccc(C(=O)N2CCC(C(=O)N3CCC(c4nc5ccncc5[nH]4)C3)CC2)cc1 (stereo not given)	4%	-6%	-8%	i	-19%	/	-4
Cc1ccc(NC(=O)c2cc(-c3ccc[nH]3)n[nH]2)cc1C	2%	1%	4%	i	11%	7.9µM*	12
COc1ccc(NC(=O)c2cc3n(n2)CC(c2ccc(Cl)cc2)OC3)c(OC)c1 (stereo not given)	?	?	-6%	-15%	-28%	-10%	-2
Cc1nc(C(=O)N2CCCC(c3nnc(Cn4ccnc4)n3C)C2)cs1 (stereo not given)	3%	3%	2%	1%	-24%	3%	-12

Ordered by molecular weight (ascending): ten of the compounds above
SMILES	HEK293 tox	NIH3T3 tox	SNCA viab count	GPT2 inhibitor	SNCA expr inhib	FLuc inh	IP6K1 inh
CNC(=O)N1CCc2nc(N3CCOCC3)[nH]c(=O)c2CC1	-2%	i	-1%	i	8%	7%	10
Cc1ccc2nc(CO[C@H]3CN(C4CCOCC4)C[C@H]3F)[nH]c2c1	-10%[172 µM]	-2%[138 µM]	4%[87.6 µM]	i	-5%[87.6 µM]	-2%[172 µM]	-4
CNC(=O)[C@@H]1CN(Cc2cc(C(F)(F)F)ccc2Cl)C[C@H]1CO	-13%	-19%	1%	i	-12%	-2%	21
COc1ccccc1C(=O)Oc1c(Sc2ccccc2)c(C)nn1C(C)(C)C	/	/	-4%	/	?	/	9
COCCN1CCC2(CCC1=O)CCN(C(=O)Nc1cc(Cl)ccc1C)CC2	-2%	-18%	-1%	1%	?	/	12
COc1ccc(NC(=O)c2cc3n(n2)CC(c2ccc(Cl)cc2)OC3)c(OC)c1 (stereo not given)	?	?	-6%	-15%	-28%	-10%	-2
Cc1cc(OCCOCC[N+](C)(C)Cc2ccccc2)ccc1C(C)(C)CC(C)(C)C	/	/	-11%[23.9 µM]	i	-29%[25.6 µM]	/	0
Cc1ccc(Cl)cc1NC(=O)c1ccc(NC(=O)N2CCSc3ncccc32)cc1	/	/	-3%	/	19%	/	22
O=C(C1CCN(S(=O)(=O)c2ccc(Br)s2)CC1)N1CCN(c2ccccc2)CC1	/	/	2%	/	17%	/	20
O=C1CN(C(=O)c2ccc(S(=O)(=O)N3CCCCC3)cc2)C(c2ccc(F)cc2)c2cc(F)ccc2N1 (stereo not given)	/	/	-10%	/	-8%	/	-1

(cont.)
SMILES	HEK293 tox	NIH3T3 tox	SNCA viab count	GPT2 inhibitor	SNCA expr inhib	FLuc inh	IP6K1 inh
CCOc1ccccc1C(=O)N1CCN(c2cc(-c3cccs3)[nH]n2)CC1	40µM*	?	5%	-12%	26%	10%	22
Cn1cc(C#N)cc1C(=O)N1CCC2(CCC(=O)N(CCc3cnc[nH]3)C2)CC1	2%	i	0%	-15%[11.5 µM]	8%	7%	-10
O=C(c1ccc(C(F)(F)F)cc1)N1CCn2c(nnc2-c2ccncc2)C1	-2%	-12%	5%	i	-7%	/	7
CN(Cc1cccc(C(F)(F)F)c1)Cc1ccccn1	-19%[172 µM]	-28%[138 µM]	4%[87.6 µM]	?	4%[87.6 µM]	/	-4
O=C(c1cscn1)N1CC[C@@H]2[C@@H](CCC(=O)N2CCc2ccccn2)C1	-3%	i	3%	3%	5%	1%	-11
O=C(Nc1ccc2nn(-c3ccc(Cl)cc3)nc2c1)c1cc2ccccc2o1	/	/	4%	/	-10%	/	-4
CCCCn1c(-c2ccccc2)nc(-c2ccccc2)c1CN(Cc1ccc2c(c1)OCO2)Cc1ccc2c(c1)OCO2	/	/	-24%	-2%	/	/	-1
O=[S+]([O-])(Nc1ccccc1)c1ccc2c(c1)OCCN(Cc1cscn1)C2	?	?	-19%[87.6 µM]	?	7%[87.6 µM]	-15%[172 µM]	1
Cc1nn(-c2ccccc2)c2c1C(C(C)C)N(C1CCN(C(=O)Cc3ccccn3)C1)C2=O (stereo not given)	?	-19%	/	/	/	/	14

These rows are one share of the data; the hit share may differ from the screen's.
